ERG-DNA inh: qHTS for Small Molecule Inhibitors of the ERG Ets/DNA interaction | fluorescence polarization, His-ERG Ets domain / labelled DNA | Potency, µM (highest dose often 76.9 µM), inactives show at the highest dose FP activity, negative = inhibition, most hits filed as inhibitors | hit rate 0.028% among 370,000 | AID 624246, 2012; active means well fitted inhibition curve with a large enough effect in the polarisation, with a control signal flat; inconclusive means small, poorly fitted or top-dose-only effect, or effect the other way, or a change in a side signal; inactive means no such curve, though single readings can be large or run the other way; the % refers to the polarisation;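 further: polarization taken with two DNA probes labelled with fluorescein and Texas red; % of control where 0% means no effect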
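His-tagged ERG Ets domain (1 uM in the protein solution; 300mM KCl, 50mM Tris-HCl, 1mM EDTA, 1mM DTT, pH 7.5) received compound, then a probe mix of 5 nM fluorescein-DNA and 100nM Texas-615-DNA. Fluorescence polarization was read for both dyes.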
RGS4 inhibitor: Inhibitors of Regulator of G Protein Signaling (RGS) 4: qHTS | Transcreener GDP fluorescence polarization, RGS4-accelerated GTP hydrolysis | Potency, µM (series often up to 114 µM), without a hit: at the top dose activity change, negative = inhibition, most hits filed as inhibitors | hit rate 0.039% among 390,000; further: on the % scale 0 is the no-effect control and ±100 the full control effect; nearly all actives have a fitted effect of over 75% in size; some results filed as inactive show a strong effect at the top dose
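MLSMR compounds (23 nl, pin-transferred) preincubated 10 min at room temperature with a 500nM (2x) first reagent, then RGS4 at 900nM (2x) plus Transcreener GDP mix added; fluorescence polarization (620/688 nm) read before and after 90 min at 30 °C.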
GLS inh: qHTS for Inhibitors of Glutaminase (GLS); AID 624170, 2012; Potency, µM (series often up to 45.5 µM), for the others: top-dose activity change, negative = inhibition, actives largely listed as inhibitors; hit rate 0.21% among 410,000; GLS enzymatic activity, qHTS titration; Glutaminase kidney isoform, mitochondrial (Homo sapiens), O94925; further: on the % scale 0 is the no-effect control and ±100 the full control effect
Target sequence (O94925 whole entry, looked up, canonical isoform): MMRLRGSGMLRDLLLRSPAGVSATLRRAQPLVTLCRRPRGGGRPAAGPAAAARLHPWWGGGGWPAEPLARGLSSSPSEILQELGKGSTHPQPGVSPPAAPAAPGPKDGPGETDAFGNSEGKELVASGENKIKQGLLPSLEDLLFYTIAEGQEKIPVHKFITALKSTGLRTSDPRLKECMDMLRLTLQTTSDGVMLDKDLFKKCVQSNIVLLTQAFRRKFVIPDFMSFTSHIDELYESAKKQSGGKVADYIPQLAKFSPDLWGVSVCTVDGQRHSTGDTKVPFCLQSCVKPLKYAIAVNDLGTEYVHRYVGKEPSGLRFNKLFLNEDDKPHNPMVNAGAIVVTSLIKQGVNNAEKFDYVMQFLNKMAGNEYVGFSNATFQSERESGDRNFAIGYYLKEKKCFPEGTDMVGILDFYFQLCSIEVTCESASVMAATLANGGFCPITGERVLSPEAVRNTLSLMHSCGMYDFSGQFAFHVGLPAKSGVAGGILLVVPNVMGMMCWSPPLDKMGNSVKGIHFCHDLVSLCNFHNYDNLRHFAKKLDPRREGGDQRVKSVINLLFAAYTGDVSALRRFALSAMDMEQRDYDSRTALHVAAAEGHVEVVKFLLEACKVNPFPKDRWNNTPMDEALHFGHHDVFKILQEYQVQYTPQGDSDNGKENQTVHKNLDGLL
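Human kidney-isoform GLS in 45 mM KH2PO4 pH 8.2, 0.02% Tween-20, with compound, started with 1mM L-Glutamine (added stock). Glutamate oxidase/HRP/Amplex red coupled fluorescence read at start and after 30 min at RT.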
Tb PGK inh: qHTS Assay to Find Inhibitors of Phosphoglycerate Kinase | Phosphoglycerate kinase, glycosomal (Trypanosoma brucei brucei), P07378 | AID 602233, 2012 | hit rate 0.043% among 380,000 | Potency, µM (series often up to 57.5 µM), without a hit: at the highest dose activity change, negative = inhibition, hits mostly inhibitors | PGK/GAPDH coupled, Kinase-Glo luminescence, 60 min; further: on the % scale 0 is the no-effect control and ±100 the full control effect; nearly all actives have a fitted effect of over 60% in size
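Luminescent ATP detection (Kinase-Glo Plus) follows a 60-minute room-temperature incubation, with wells lacking PGK as controls. Buffer: 100 mM TEA (pH 7.6), 5 mM MgCl2, 0.01% Tween-20. Coupling enzyme GAPDH (100 nM final) supplies unstable 1,3-BPG in-well.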
HP1b chromo inh: HTS for Inhibitors of HP1-beta Chromodomain Interactions with Methylated Histone Tails. AlphaScreen HP1-beta / biotin-H3K9me3 peptide binding. Potency, µM (highest dose often 114 µM), inactives show at the top dose activity change, negative = inhibition, most hits filed as inhibitors. hit rate 0.56% among 390,000; further: nearly all actives have a fitted effect of over 70% in size; inactives centre near 23
Target sequence (P83916 whole entry, looked up): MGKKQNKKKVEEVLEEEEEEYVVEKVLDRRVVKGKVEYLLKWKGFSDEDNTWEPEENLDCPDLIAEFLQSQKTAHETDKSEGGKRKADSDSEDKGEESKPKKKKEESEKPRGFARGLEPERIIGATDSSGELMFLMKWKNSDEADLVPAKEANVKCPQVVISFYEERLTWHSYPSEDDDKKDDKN
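Compound inhibition of the preformed complex between 50 nM HP1-beta and 50 nM biotinylated H3K9me3 peptide was read by AlphaScreen. Buffer was PBS pH 7.4 with 0.01% Tween-20. Incubations ran 30 min at room temperature, with 10 ug/mL donor/acceptor beads.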
12-LOX inh: Primary qHTS assay for inhibitors of human arachidonate 12S-lipoxygenase (ALOX12): Round 2; purified 12hLO, xylenol orange hydroperoxide absorbance; Polyunsaturated fatty acid lipoxygenase ALOX12 (Homo sapiens), P18054; Potency, µM (doses to about 108 µM), inactives show at the highest dose activity change, negative = inhibition, most hits filed as inhibitors; hit rate 1.1% among 580,000; further: on the % scale 0 is the no-effect control and ±100 the full control effect
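Purified human 12hLO (150 nM final) in 25 mM Hepes, 0.01% Triton X-100, pH 7.0 was preincubated 15 min at room temperature with compound. Then 40 uM arachidonic acid was added, 30 min. Hydroperoxide was read by Fe-XO absorbance ratio 573/405 nm.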
Pin1 inhibitor: qHTS Assay to Find Inhibitors of Pin1; Pin1 FP peptide displacement, HiFluor488, 10 min; Potency, µM (series often up to 115 µM), inactives show at the highest dose activity, negative = inhibition, most hits filed as inhibitors; hit rate 0.009% among 390,000; AID 504891, 2011; active means well fitted inhibition curve with a large enough effect in the polarisation, with a control signal flat, not every such curve was filed as active; inconclusive means small, poorly fitted or top-dose-only effect, or effect the other way, or a change in a side signal; inactive means no such curve, though single readings can be large or run the other way; the % refers to the polarisation; further: on the % scale 0 is the no-effect control and ±100 the full control effect
Target sequence (Q13526 whole entry, looked up): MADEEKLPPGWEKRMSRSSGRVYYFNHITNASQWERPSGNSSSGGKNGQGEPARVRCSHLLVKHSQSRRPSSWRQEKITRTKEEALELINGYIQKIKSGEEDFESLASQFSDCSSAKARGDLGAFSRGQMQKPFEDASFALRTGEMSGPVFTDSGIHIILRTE
JMJD2A Tudor: qHTS Assay for Inhibitors of JMJD2A-Tudor Domain | hit rate 4.4% among 390,000 | AID 504339, 2011 | Potency, µM (series often up to 114 µM), inactives show top-dose activity change, negative = inhibition, actives largely listed as inhibitors | AlphaScreen JMJD2A-Tudor / H3K4me3 peptide binding | Lysine-specific demethylase 4A (Homo sapiens), O75164; further: on the % scale 0 is the no-effect control and ±100 the full control effect; nearly all actives have a fitted effect of over 50% in size
rTrxR1 inhibitor: qHTS Assay for Inhibitors of Mammalian Selenoprotein Thioredoxin Reductase 1 (TrxR1): qHTS. recombinant rTrxR1, NADPH fluorescence consumption, selenite substrate. Thioredoxin reductase 1, cytoplasmic (Rattus norvegicus), O89049. hit rate 1% among 390,000. AID 588453, 2011. Potency, µM (highest dose often 114 µM), for inactives: at the highest dose activity change, negative = inhibition, usual class: inhibitors; further: on the % scale 0 is the no-effect control and ±100 the full control effect; nearly all actives have a fitted effect of over 65% in size
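Rat TrxR1 (90 nM in the dispensed reagent) was pre-reduced with 400 uM NADPH for 5 min at room temperature, then incubated with compound for 15 min. After 400 uM selenite was added, NADPH fluorescence (Ex 340/Em 450 nm) was followed for 8 min.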
* hit, by the source's call; i = inactive; ? = inconclusive; / = not tested or not shown; & = joins results of further samples; [ ] = another dose, or the depositor's remark. Unless noted, the call rests on the fitted dose curve; in most records, active means well fitted curve in the direction sought with a large enough effect; inconclusive means small, poorly fitted or top-dose-only effect, or another doubt; inactive means no such curve, though single readings can be large; an effect the other way counts as inactive or inconclusive. Potency means the concentration at half of the fitted maximal effect. Some of the compounds tested (hit frequency here may not be typical).

The opening 7 entries, ahead of the listing:
ERG-DNA inh	RGS4 inhibitor	GLS inh	Tb PGK inh	HP1b chromo inh	12-LOX inh	Pin1 inhibitor	JMJD2A Tudor	canonical_smiles	rTrxR1 inhibitor
0%	-4%	-5%	-8%	38%	0%	-5%	-12%	NC(=O)c1ccc(CN2CCC(Cc3ccccc3)CC2)cc1	-11%[11.4 µM]
-2%	-18%	-5%	-8%	60%[activator]	-7%	-4%	-9%	CCCCn1c(=O)n(CC2CCC(C(=O)NCCCOC)CC2)c(=O)c2sccc21 (configuration not stated)	14%[57.1 µM]
-1%	-1%	5%	6%	18%	-6%	-2%	-2%	Cc1ccc(N2CC(C(=O)NCc3n[nH]c(=O)c4ccccc34)CC2=O)cc1C (configuration not stated)	-9%
22%	7%	4%	-6%	23%	8%	2%	-22%	CCS(=O)(=O)N1N=C(c2cccc(NS(C)(=O)=O)c2)CC1c1cccs1 (configuration not stated)	10%
24%	0%	27%	4%	1%	28µM*	5%	-3%	C#CCOc1c(Cl)cc(/C=C2/C(=O)ON=C2C)cc1OC	-18%[57.1 µM]
-2%	18%	8%	6%	42%[activator]	0%	-8%	0%	O=C(NCCO)c1nc2ccccc2s1	3%
4%	-2%	-12%	0%	11%	-10%	0%	-16%	COC(=O)c1ccc(NC(=O)c2nn(C)c3c2CS(=O)(=O)c2ccccc2-3)cc1	22%

The whole of this part, from the first entry:
ERG-DNA inh	RGS4 inhibitor	GLS inh	Tb PGK inh	HP1b chromo inh	12-LOX inh	Pin1 inhibitor	JMJD2A Tudor	canonical_smiles	rTrxR1 inhibitor
0%	-4%	-5%	-8%	38%	0%	-5%	-12%	NC(=O)c1ccc(CN2CCC(Cc3ccccc3)CC2)cc1	-11%[11.4 µM]
-2%	-18%	-5%	-8%	60%[activator]	-7%	-4%	-9%	CCCCn1c(=O)n(CC2CCC(C(=O)NCCCOC)CC2)c(=O)c2sccc21 (configuration not stated)	14%[57.1 µM]
-1%	-1%	5%	6%	18%	-6%	-2%	-2%	Cc1ccc(N2CC(C(=O)NCc3n[nH]c(=O)c4ccccc34)CC2=O)cc1C (configuration not stated)	-9%
22%	7%	4%	-6%	23%	8%	2%	-22%	CCS(=O)(=O)N1N=C(c2cccc(NS(C)(=O)=O)c2)CC1c1cccs1 (configuration not stated)	10%
24%	0%	27%	4%	1%	28µM*	5%	-3%	C#CCOc1c(Cl)cc(/C=C2/C(=O)ON=C2C)cc1OC	-18%[57.1 µM]
-2%	18%	8%	6%	42%[activator]	0%	-8%	0%	O=C(NCCO)c1nc2ccccc2s1	3%
4%	-2%	-12%	0%	11%	-10%	0%	-16%	COC(=O)c1ccc(NC(=O)c2nn(C)c3c2CS(=O)(=O)c2ccccc2-3)cc1	22%
-4%	-5%	6%	1%	39%[activator]	-16%	5%	11%	COc1ccc(-c2nc3ccccc3n2Cc2ccc(C)cc2)cc1	11%[57.1 µM]
-2%	5%	7%	/	24%	-21%	-17%	-4%	Cc1cccc(C)c1OCc1nc2c3cnn(-c4ccccc4Br)c3ncn2n1	8%
-16%	?	3%	4%	19%	-22%	91%[activator]	-10%	COc1ccccc1C(=O)Nc1cccc(OCc2cc(=O)n3c(C)csc3n2)c1	28%
4%	11%	1%	0%	34%	-10%	-5%	-7%	CCOC(=O)c1ccc([N+](=O)[O-])cc1NC(C)=O	2%[57.1 µM]
-12%	2%	8%	-10%	33%	-9%	-1%	-14%	C#CCOCCOCCOCCNc1nc(N2CCN(C(=O)Cn3cc(CCO)nn3)CC2)nc(N2CCN(C(=O)[C@H]([C@@H](C)CC)n3cc(CCCN=C(N)N)nn3)CC2)n1	-7%[57.1 µM]
7%	-21%	-2%	-5%	50%[activator]	-3%	4%	-11%	CCC(NC(=O)C(C)NC)C(=O)N1CCCC1C(=O)NC1CCCc2ccccc21 (configuration not stated)	-15%
8%	-13%	-4%	i	34%	-12%	34%[activator]	-23%	COc1ccc2c(Sc3ccccc3)c(C(=O)NCc3cccc(OC)c3OC)[nH]c2c1	3%
1%	-4%	0%	-1%	?	31%	?	-15%	COc1ccc(-c2ccc(CCC(=O)O)n2CC(=O)Nc2ccccc2C)cc1	5%[57.1 µM]
9%	-12%	-2%	-3%	8%	-12%	1%	-19%	O=C(CCc1ccc(S(=O)(=O)N2CCOCC2)cc1)Nc1ccc(F)cc1[N+](=O)[O-]	8%
0%	-9%	-10%	-10%	-1%	?	-4%	-32%	N#CC1=C(SCc2ccccc2)NC(=O)CC1c1ccco1 (configuration not stated)	-26%
1%	-36%	-16%	-7%	28%	-1%	28%	-14%	O=C(/C=C/c1ccc2c(c1)OCO2)Nc1cc(S(=O)(=O)N2CCOCC2)ccc1N1CCOCC1	1%[57.1 µM]
3%	8%	-4%	-3%	-3%	-9%	-8%	-14%	CC(NC(=O)c1ccc(S(=O)(=O)N(C)C)cc1)c1ccc(-n2ccnc2)cc1 (configuration not stated)	15%
-1%	?	-19%	-2%	?	7.9µM*	0%	7.9µM*	CC1(C)CC(=O)C2=C(C1)NC(=S)C(C#N)C21CCCCC1 (configuration not stated)	?
-6%	-17%	?	-5%	-4%	?	-16%	?	Cc1oc(-c2ccccc2)cc1C(=O)NC(Cc1c[nH]c2ccccc12)C(=O)O (configuration not stated)	?
-12%	-14%	-5%	-7%	10%	4%	-2%	5%	CCC(C)(C)NC(=O)C(c1ccc(OC)cc1)N(C(=O)CCC(=O)Nc1cc(C)on1)c1ccccc1OC (configuration not stated)	14%[57.1 µM]
1%	15%	0%	-3%	11%[57 µM]	2%	0%	-7%	CCn1cc(C(=O)NC2CCCC2)c(=O)c2cc(S(=O)(=O)N3CCOCC3)ccc21	9%
-5%	1%	1%	-3%	6%	?	10%	-36%	COc1ccc([C@H]2C(C(=O)O)=C[C@@H](CC3CCCC3)N2S(=O)(=O)c2ccc(C)cc2)cc1OC	14%
-6%	5%	1%	i	79%[activator]	-6%	0%	-11%	CCN(CC)CCCNC(=O)CSc1nc2nc(C)c(Cc3c(F)cccc3Cl)c(C)n2n1	9%
-17%	1%	-3%	i	50%[activator]	26%	-11%	13%	CCN1CCc2c(C#N)c(N3CCOCC3)nc(N3CCOCC3)c2C1	17%[57.1 µM]
-6%	19%	2%	7%	27%	4%	-5%	-12%	CCC(C(=O)NC1CC1)n1nc(C)c2c(C)n(-c3ccc(C)cc3)nc2c1=O (configuration not stated)	-34%
/	-27%	3%	-3%	35%	-29%	21%	-12%	CC(=O)Nc1ccc(NC(=O)c2ccc(Cl)c(S(=O)(=O)N3CCc4ccccc43)c2)cc1	-8%
-5%	12%	-2%	0%	26%	-16%	-7%	-13%	COc1cc(C(=O)N2CCC(c3nc4ccccc4s3)CC2)cc(OC)c1OC	20%
7%	-38%	8%	i	28%	-29%	4%	-27%	CCN(CC)CCNC(=O)c1ccc2c(=O)n3nc(Nc4ccccc4OC)sc3nc2c1	13%
-7%	-17%	?	2%	22%	-11%	0%	-13%	Cc1cccc(NC(=O)c2cc([N+](=O)[O-])ccc2Cl)c1O	13%[57.1 µM]
-5%	1%	-5%	-9%	31%	-13%	-6%	-4%	Cc1ccc2sc(N(CCCN(C)C)C(=O)c3ccc(S(=O)(=O)N(C)C)cc3)nc2c1C	5%
-5%	-12%[56.9 µM]	-2%	i	48%	-2%	1%	-17%	CCOc1ccc(N(C)C(=O)CCc2nnc3ccc(N4CCCCC4)nn23)cc1	10%
2%&-8%	4%&4%	5%&16%	9%&1%	9%&10%	-29%&-4%	8%&15%	?	CCOC(=O)c1ccc(N2CCN(c3ccc(F)cc3)CC2)c(NC(=O)Nc2cccc(OC)c2)c1	21%[57.1 µM]
7%	23%	7%	-14%	-4%	-6%	3%	?	O=C(N=Nc1c(O)[nH]c2ccc([N+](=O)[O-])cc12)c1ccccc1[N+](=O)[O-]	22%
2%	1%	-1%	-4%	22%	-26%	17%	-14%	CCOc1ccccc1NC(=O)C(CC(C)C)NS(=O)(=O)c1ccc2c(c1)oc(=O)n2C (configuration not stated)	20%
3%	-8%	11%	4%	-8%	?	-3%	-16%	CC1N/C(=C\C(=O)c2ccccc2)N(O)C1(C)C (configuration not stated)	-16%
7%	-4%	10%	i	-2%	1%	-7%	-19%	Cc1cc(C)cc(NC(=O)CCn2ccnc2)c1	19%
